Screens from PubChem.
PTHR1 ag – activates the human parathyroid hormone receptor PTHR1 | Q03431 | actives 0.075% (n = 410,000) | Potency, µM (top dose mostly 115 µM), for the others: at the top dose activation, usual class: activators | HEK293 GP2 PTHR1 cells, GloSensor cAMP luminescence, 1 h; note: potency is the fitted concentration of half-maximal effect; nearly all actives have a fitted effect of over 55% in size; some results filed as inactive show a strong effect at the top dose; inactives centre near -15; many of its hits are not listed in these tables
Target sequence (Q03431 whole entry, looked up): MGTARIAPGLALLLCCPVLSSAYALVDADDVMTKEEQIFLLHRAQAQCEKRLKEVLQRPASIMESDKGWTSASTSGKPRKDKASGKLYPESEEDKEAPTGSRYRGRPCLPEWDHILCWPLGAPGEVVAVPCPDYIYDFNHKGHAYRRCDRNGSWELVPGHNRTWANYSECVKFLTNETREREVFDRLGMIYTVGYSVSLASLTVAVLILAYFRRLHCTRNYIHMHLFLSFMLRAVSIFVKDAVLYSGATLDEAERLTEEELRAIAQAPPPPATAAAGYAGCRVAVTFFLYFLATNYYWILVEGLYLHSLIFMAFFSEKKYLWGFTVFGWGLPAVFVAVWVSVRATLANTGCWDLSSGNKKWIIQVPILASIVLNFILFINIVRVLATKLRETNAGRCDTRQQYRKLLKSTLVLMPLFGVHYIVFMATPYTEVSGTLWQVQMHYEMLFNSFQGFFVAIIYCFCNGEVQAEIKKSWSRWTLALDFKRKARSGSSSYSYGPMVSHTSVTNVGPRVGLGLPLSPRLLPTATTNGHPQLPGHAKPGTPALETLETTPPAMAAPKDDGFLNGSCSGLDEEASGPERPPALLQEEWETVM
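HEK-293-derived GP2 cells expressing PTHR1 and a GloSensor cAMP reporter, 3,000/well, plated overnight, given luciferin plus IBMX (each 0.5 mM as added) for 1 h at 37 °C, then compound for 1 h at 37 °C. Luminescence was read after 15 min at room temperature.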
PLK1 PBD inh – PLK1 (human) polo-box domain binding inhibition; AID 720504; Potency, µM, for inactives: max response, negative = inhibition, most hits filed as inhibitors; actives 2.8% (n = 360,000); Plk1 PBD binding of FITC phosphopeptide, fluorescence polarization; P53350; note: potency is the fitted concentration of half-maximal effect; series mostly up to about 57 µM; % is set by controls: 0 for no effect and ±100 for the full control effect; nearly all actives have a fitted effect of over 65% in size
PI5P4Ka inh – inhibitors of human PI5P4K alpha. AID 652105. max response, %. P48426. actives 1.2% (n = 330,000). PI5P4Kalpha enzyme, ADP-Glo luminescence, 60 min; active compounds read low; active = max response of -50% or lower; inconclusive = between -30% and -50%; inactive = -30% or higher; note: value at the top dose of about 77 µM; % is set by controls: 0 for no effect and ±100 for the full control effect
Target sequence (P48426 whole entry, looked up): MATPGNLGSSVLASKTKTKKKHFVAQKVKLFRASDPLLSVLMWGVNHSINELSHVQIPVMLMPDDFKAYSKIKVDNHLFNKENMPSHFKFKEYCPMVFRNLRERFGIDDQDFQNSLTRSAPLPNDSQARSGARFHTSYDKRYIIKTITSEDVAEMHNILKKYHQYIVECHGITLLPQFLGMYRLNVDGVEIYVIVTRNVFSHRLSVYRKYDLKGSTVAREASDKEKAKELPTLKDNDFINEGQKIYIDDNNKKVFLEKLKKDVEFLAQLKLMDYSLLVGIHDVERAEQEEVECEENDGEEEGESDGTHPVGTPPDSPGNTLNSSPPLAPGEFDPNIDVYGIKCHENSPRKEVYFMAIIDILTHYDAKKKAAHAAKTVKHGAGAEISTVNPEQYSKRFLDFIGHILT
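qHTS, 1536-well: enzyme/substrate mix, compound by pin tool, 5 microM ATP final; RT 60 min; ADP-Glo reagents 1 (45 min) then 2 (30 min); luminescence.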
EPAC1 antagonist – EPAC1 (human) antagonism; EPAC1 GEF assay, Rap1b-BODIPY-GDP exchange fluorescence; Potency, µM (series often up to 115 µM), without a hit: top-dose activity change, negative = inhibition, actives largely listed as inhibitors; actives 0.14% (n = 360,000); AID 720709;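 note: potency is the fitted concentration of half-maximal effect; plate controls were vehicle for no effect and positive control for full effect; nearly all actives have a fitted effect of over 50% in size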
EPAC1 ag – activates human EPAC1 exchange factor. O95398. EPAC1 agonist qHTS, biochemical assay; response scale: 100% = response to 6.5 mM cAMP. Potency, µM (doses to about 154 µM), for the others: at the highest dose activation, hits mostly activators. actives 0.073% (n = 360,000); note: potency is the fitted concentration of half-maximal effect; nearly all actives have a fitted effect of over 60% in size
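Nucleotide exchange assay: 100 nM EPAC1 with 250 nM Rap1B loaded with BODIPY-GDP and 50 uM GDP, room temperature. Fluorescence (480/540 nm) read every 5 min for 30 min; signal change normalized to 6.5 mM cAMP as full agonist.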
GLP1R cytotox – cytotoxic in the GLP-1 receptor inverse agonist counter-screen; HEK293 cAMP-luciferase reporter cells, luminescence, 24 h; Potency, µM (top dose mostly 38.3 µM), without a hit: at the highest dose activity change, negative = inhibition, usual class: inhibitors; actives 0.13% (n = 410,000);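 note: loss of luciferase light is scored as toxicity; potency is the fitted concentration of half-maximal effect; % is set by controls: 0 for no effect and ±100 for the full control effect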
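Compound-treated cells are incubated 24 hr at 37 deg C under 5% CO2 after a 12 hour attachment period, then luciferase detection reagent is added and luminescence is measured following 12 min at room temperature; lowered signal indicates toxicity.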
GLP1R ag – activates the human GLP-1 receptor. HEK293 GLP-1R CRE-luciferase, luminescence, 4-6 h; cells express a hypersensitive GLP-1R form. Potency, µM (highest dose often 45.6 µM), for the others: at the top dose activation, most hits filed as activators. actives 0.007% (n = 380,000). AID 624172; note: potency is the fitted concentration of half-maximal effect; % of control where 0% means no effect
IL-2 act – IL-2 activation; actives 0.065% (n = 360,000); IL-2 activation reporter assay, cell-based qHTS; stimulated with anti-CD3/CD4/CD28 beads; in transgenic mouse T cells; activation, % (series mostly up to about 46 µM); in the data active = activation above about 50%; inconclusive = mostly about 30% to 49%; note: 0% is about no effect
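Readout is EGFP and DsRed signal by fluorescent plate cytometry after 18 h at 37 degrees C. Transgenic mouse T cells (750/well) received compound for 60 min before bead stimulation (anti-CD3, anti-CD4, anti-CD28); memory T cells served as non-tolerant control.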
GLP1R inv ag – inverse agonists of human GLP-1 receptor | P43220 | HEK293 GLP-1R CRE-luciferase, luminescence, 24 h; GLP-1R form is constitutively active | Potency, µM (top dose mostly 38.3 µM), for the others: at the highest dose activity change, negative = inhibition, hits mostly inhibitors | actives 1.6% (n = 410,000) | AID 624417; note: potency is the fitted concentration of half-maximal effect; % is set by controls: 0 for no effect and ±100 for the full control effect; nearly all actives have a fitted effect of over 55% in size
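HEK293 cells stably co-expressing constitutively active GLP-1R and a cAMP-responsive luciferase reporter were seeded in DMEM with 10% Nu serum, given compounds after 12 h, and incubated 24 h at 37 deg C. Luminescence was then read.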
* marks the source's active call; other numbers are inactive results; i = inactive; u = inconclusive; x = no result given; [ ] = another dose, or the depositor's remark. Unless noted, calls come from the whole dose curve; as a rule, active = well fitted curve in the direction sought with a large enough effect; inconclusive = small, poorly fitted or top-dose-only effect, or another doubt; inactive = no such curve, though single readings can be large; an effect the other way counts as inactive or inconclusive.

entry | Structure | PTHR1 ag | PLK1 PBD inh | PI5P4Ka inh | EPAC1 antagonist | EPAC1 ag | GLP1R cytotox | GLP1R ag | IL-2 act | GLP1R inv ag
1 | CCOC(=O)C1CCCN(Cc2nc(N)nc(Nc3ccccc3OC)n2)C1 (stereo not drawn) | -40.9% | -6.6% | 2.4 | -7.2% | 7.8% | -19.2% | -5.0% | -0.9 | -28.4%
2 | COc1ccccc1N1CCN(C(c2ccccc2Cl)c2nnnn2C(C)(C)C)CC1 (stereo not drawn) | -13.3% | 2.8% | 1.5 | -4.5% | -1.5% | -15.0% | -7.7% | 0.2 | u
3 | NNC(=O)COc1ccc(F)cc1 | i | -5.8% | 3.0 | -4.2% | 0.5% | -24.3% | -0.8% | 0.5 | -0.4%
4 | Cc1ccc(N(CC(=O)N/N=C/c2cccnc2)S(=O)(=O)c2ccccc2)cc1 | -5.1% | -9.3% | -4.9 | 8.7% | 9.7% | 2.5% | 0.3% | -0.2 | 9.2%
5 | COc1ccc(CCNCC(=O)N2C(C)CCCC2C)cc1OC (stereo not drawn) | i | -6.8% | 2.1 | -3.2% | 3.2% | 0.0% | 4.4% | 1.6 | -3.5%
6 | CCC(=O)Nc1cccc(-c2nc3ccccc3o2)c1 | i | -15.2% | 0.1 | 5.6% | 7.3% | -19.1% | 3.8% | 1.3 | 15.9%
7 | C#Cc1ccc([C@@H]2C=C(C(=O)O)O[C@H](OCCCCO)C2)cc1 | 17.0% | -14.9% | -26.4 | 12.9% | -0.2% | 12.0% | -2.8% | 0.7 | 0.7%
8 | O=C1CCN(Cc2ccc(O)cc2)CCN1[C@H](CO)c1ccccc1 | -22.2% | -28.1% | -0.7 | 2.2% | 7.0% | -6.5% | 6.3% | -4.1 | 20.1%
9 | O=C(CN1C(=O)S/C(=C\c2ccccc2F)C1=O)NCCCn1ccnc1 | -16.8% | u | 2.2 | 1.9% | -17.1% | -12.8% | -2.3% | -1.1 | -18.6%
10 | CCOC(=O)c1[nH]c(C)c(C(=O)NC2CCCCC2)c1C | -22.4% | -16.0% | 2.7 | -13.9% | 2.2% | 6.0% | 4.3% | -0.5 | 1.2%
11 | COc1ccccc1N1C[C@@H]2C[C@@H](c3ccco3)N3CCC[C@@]23C1=O | -8.9% | -1.1% | 4.4 | 8.8% | 1.1% | -7.2% | 10.3% | -0.4 | -6.0%
12 | CC(C(=O)NC1CCCCCC1)c1ccc([N+](=O)[O-])cc1 (stereo not drawn) | i | -15.5% | -7.3 | 5.1% | 6.1% | 18.2% | -3.6% | -0.2 | u
13 | c1coc(CNc2ncnc3nc[nH]c23)c1 | i | 1.7% | -2.2 | -17.2% | 4.4% | 1.9% | -0.7% | 0.2 | 3.8%
14 | O=C1CC(c2ccc(F)cc2)Sc2ccccc2N1 (stereo not drawn) | -0.7%[57.5 µM] | -8.6% | x | 1.0% | 10.8% | 6.6% | u | 0.3 | 89.8%[activator]
15 | O=C(CCNc1cccc(Cl)c1)c1ccco1 | -5.7%[57.5 µM] | -1.9% | x | -0.3% | 4.5% | 2.9% | 6.9% | -1.6 | 12.1%

3 compounds drawn at random from those above, as already listed:
entry | Structure | PTHR1 ag | PLK1 PBD inh | PI5P4Ka inh | EPAC1 antagonist | EPAC1 ag | GLP1R cytotox | GLP1R ag | IL-2 act | GLP1R inv ag
2 | COc1ccccc1N1CCN(C(c2ccccc2Cl)c2nnnn2C(C)(C)C)CC1 (stereo not drawn) | -13.3% | 2.8% | 1.5 | -4.5% | -1.5% | -15.0% | -7.7% | 0.2 | u
6 | CCC(=O)Nc1cccc(-c2nc3ccccc3o2)c1 | i | -15.2% | 0.1 | 5.6% | 7.3% | -19.1% | 3.8% | 1.3 | 15.9%
7 | C#Cc1ccc([C@@H]2C=C(C(=O)O)O[C@H](OCCCCO)C2)cc1 | 17.0% | -14.9% | -26.4 | 12.9% | -0.2% | 12.0% | -2.8% | 0.7 | 0.7%

Next part:
entry | Structure | PTHR1 ag | PLK1 PBD inh | PI5P4Ka inh | EPAC1 antagonist | EPAC1 ag | GLP1R cytotox | GLP1R ag | IL-2 act | GLP1R inv ag
16 | O=C(C(c1ccccc1)c1ccccc1)N1CCN(c2ccccn2)CC1 | -21.0% | -14.7% | -2.5 | -7.2% | -7.6% | -10.0% | 3.0% | 1.7 | u
17 | CCc1nc2ccc(C(=O)NCCc3ccc(OC)cc3)cc2nc1CC | i | -10.3% | 3.5 | -6.2% | 1.3% | -14.0% | -1.9% | -2.3 | -33.4%
18 | CC(C(=O)Nc1ccc2c(c1)OCCO2)c1ccc([N+](=O)[O-])cc1 (stereo not drawn) | i | 29.9µM* | 2.5 | 2.4% | -0.4% | 5.1% | 7.0% | -0.1 | -8.0%
19 | O=C(O)c1ccc2nc(-c3ccccc3)c(-c3ccccc3)nc2c1 | -29.2% | -14.2% | -11.0 | -16.0% | -3.7% | -13.2% | -1.1% | -3.2 | u
20 | CCOC(=O)c1c(C)[nH]c(C(=O)OCC(=O)NCc2ccco2)c1C | -19.0% | 0.9% | 0.2 | -5.7% | -11.6% | -9.3% | -3.9% | -1.5 | -10.6%
21 | COc1ccc(-c2cnnc(N/N=C/c3ccc(O)c(O)c3)n2)cc1 | i | -8.2% | -14.4 | u | -0.2% | u | 24.0% | -2.4 | 19.0%
22 | Cc1c(O)ccc(C(=O)CN2CCN(c3ccccc3)CC2)c1O | -6.5% | -3.2% | 3.1 | -16.6% | -7.4% | -6.5% | -3.0% | -0.5 | -13.1%
23 | C[C@H](CO)N1C[C@H](C)[C@H](CN(C)C(=O)c2ccccc2)OCc2ccccc2-c2c(n(C)c3ccccc23)C1=O | -46.2%[inhibitor] | -6.3% | -2.0 | -24.8% | 6.8% | -27.1% | 15.1% | -0.9 | u
24 | CCCC(C)NC(=O)c1ccccc1SC (stereo not drawn) | i | -6.7% | -2.1 | 4.0% | -7.1% | 3.0% | 3.2% | -0.3 | 5.1%
25 | COc1ccc(NC(=O)NN2CCN(C)CC2)cc1 | i | -2.6% | 1.4 | -23.5% | -13.0% | -14.3% | 3.6% | -1.0 | 1.6%
26 | CC(Oc1cc2oc(=O)c3c(c2cc1Cl)CCC3)C(=O)NCCN1CCOCC1 (stereo not drawn) | 17.3% | -8.9% | -7.7 | -3.1% | 3.4% | 2.5% | -0.4% | 3.7 | 81.6%[activator]
27 | N#CC1=C(N)OC2=C(CC/C2=C\c2ccccc2Cl)C1c1ccccc1Cl (stereo not drawn) | -34.9%[inhibitor] | 20.5% | -1.4 | 17.9% | -22.7% | 115.5%[activator] | 4.9% | -2.4 | u
28 | CCCCOC(=O)Nc1cccc(C(C)=O)c1 | i | -9.9% | 3.2 | -8.6% | 4.1% | 12.3% | 0.2% | 0.0 | 0.0%
29 | CN(CC1CCCN(CCc2cccc(C(F)(F)F)c2)C1)C(=O)c1cc2ccccc2o1 (stereo not drawn) | -27.6% | 8.3% | 15.5 | -11.3% | -9.7% | u | -0.2% | -1.0 | u
30 | C=CCNc1nc(-c2sc(NC(=O)CC)nc2C)cs1 | -7.5% | u | -7.7 | 6.9% | 7.4% | 2.0% | 3.8% | -1.5 | 4.1%
31 | CC(=O)NC1C(=O)Nc2c1cccc2C(F)(F)F (stereo not drawn) | -3.8% | -5.3% | 0.4 | 8.0% | -4.3% | -9.6% | -3.7% | 4.0 | 11.7%
32 | COc1ccc(NC(=O)CSc2nc(N)c3cc4c(nc3n2)CC(C)(C)OC4)cc1 | -19.3% | -19.8% | 0.2 | 6.4% | 3.4% | 1.1% | 12.1% | -0.5 | 10.2%
33 | CCOc1ccc(-c2[nH]ncc2-c2ccc(Cl)cc2)c(O)c1 | -23.9% | 1.8% | 22.1 | -17.1% | 2.4% | u | -0.8% | -0.7 | u
34 | CCOC(=O)c1ccc(N2C(=O)C=C(N3CCOCC3)C2=O)cc1 | u | -2.4% | 0.2 | u | 4.5% | u | -3.2% | -0.3 | -3.8%
35 | Cc1ccc(C(=O)N(CC(=O)Nc2ccc(Cl)c(Cl)c2)Cc2ccco2)cc1 | -23.3% | 2.6% | 0.3 | u | -12.0% | -15.4% | -5.8% | -0.8 | -17.1%
36 | C/C(=N\NC(=O)c1ccc(CN2CCOCC2)cc1)c1ccc(NC(=O)c2ccccc2)cc1 | -16.8% | -1.5% | 1.4 | -10.5% | 4.7% | 0.1% | 6.1% | 0.2 | 5.6%
37 | Cc1ccc(C(=O)NC2(C(F)(F)F)N=C(c3ccccc3)N(Cc3ccccc3)C2=O)cc1 (stereo not drawn) | -26.5% | x | x | x | x | 0.1% | -2.4% | x | u
38 | CCn1c(COc2ccccc2C)nnc1SCC(=O)N1CCCCC1 | i | -2.0% | 0.1 | -10.9% | -3.5% | -1.1% | -6.7% | -2.9 | 0.0%
39 | CCOC(=O)c1nn2c(C(F)(F)F)cc(-c3ccc(OC)cc3)nc2c1Br | -28.9% | -1.7% | 0.6 | 3.3% | -3.8% | 11.3% | 0.4% | 0.1 | 1.0%
40 | CC(C)(C)N(Cc1ccccc1)C(=O)CCc1ccccc1 | -33.2%[inhibitor] | -7.5% | 4.2 | -24.5% | 9.9% | 13.9% | 5.4% | 0.5 | 22.4µM*
41 | COc1cccc(Nc2nnc(SCc3cc([N+](=O)[O-])cc4c3OCOC4)s2)c1 | i | -8.7% | -2.1 | -12.0% | 3.2% | 1.8% | 18.1% | -2.4 | -21.0%
42 | O=C(NCc1nc(-c2ccc(C(F)(F)F)cc2)no1)Nc1ccc(OC(F)(F)F)cc1 | -21.1% | -1.7% | 22.3 | -29.9% | -12.7% | u | 0.1% | -3.2 | 2.82µM*
43 | CC1(C)N([O-])C2=C(c3ccccc3C2=O)[N+](=O)C1(C)C | i | 10.6µM* | 3.9 | 0.0% | -0.7% | 22.6% | 0.4% | 0.3 | 1.6%
44 | O=c1[nH]nc(SCc2nnc(-c3ccc([N+](=O)[O-])cc3)o2)n1C1CCCCC1 | -18.7% | -6.0% | 2.2 | 9.2% | 5.7% | 1.8% | 15.9% | 0.3 | -12.7%
45 | Cn1cc(CN2CCC(C(=O)N3CCCC3)CC2)c(-c2ccccc2F)n1 | -8.8% | -3.3% | 20.0 | -23.8% | 1.3% | -5.5% | -4.8% | -2.4 | -13.3%

Not all compounds are listed; rates above refer to the full screens.
